TNAP inh no acc – human TNAP enzyme inhibitors, primary screen, biochemical, luminescent, no phosphate acceptor, uHTS | Alkaline phosphatase, tissue-nonspecific isozyme (Homo sapiens), P05186 | purified TNAP, CDP-star luminescence, 30 min | inhibition, % at 20 µM | hit rate 0.26% among 200,000;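 active = tissue-nonspecific alkaline phosphatase inhibition above about 50% at 20 µM in the single-dose screen, limit read from the data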;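 also: 0% = DMSO negative control and 100% = EDTA positive control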
Target sequence (P05186 whole entry, looked up): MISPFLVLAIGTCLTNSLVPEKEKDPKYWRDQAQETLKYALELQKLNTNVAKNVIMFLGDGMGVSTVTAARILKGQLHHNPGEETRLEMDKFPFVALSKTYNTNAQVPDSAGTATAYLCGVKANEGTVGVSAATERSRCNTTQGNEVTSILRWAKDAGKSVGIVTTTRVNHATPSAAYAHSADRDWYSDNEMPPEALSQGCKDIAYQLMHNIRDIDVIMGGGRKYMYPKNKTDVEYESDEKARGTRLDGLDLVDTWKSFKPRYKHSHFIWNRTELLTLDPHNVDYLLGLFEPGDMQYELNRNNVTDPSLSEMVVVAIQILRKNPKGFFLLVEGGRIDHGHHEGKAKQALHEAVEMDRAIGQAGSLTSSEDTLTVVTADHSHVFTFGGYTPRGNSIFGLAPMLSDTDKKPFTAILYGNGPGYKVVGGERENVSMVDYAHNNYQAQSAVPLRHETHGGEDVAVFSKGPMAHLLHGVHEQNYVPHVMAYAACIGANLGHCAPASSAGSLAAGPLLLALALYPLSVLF
PPARg SRC-3 ag – PPARgamma agonists recruiting SRC-3 coactivator, primary screen, biochemical | Peroxisome proliferator-activated receptor gamma (Homo sapiens), P37231 | biochemical PPARgamma/SRC-3 coactivator recruitment assay | activation, % at 8 µM | hit rate 0.26% among 200,000; in the data active = activation above about 23%;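 also: 0% = DMSO and 100% = reference agonist; some compounds past the cut are filed as inactive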
Target sequence (P37231 whole entry, looked up): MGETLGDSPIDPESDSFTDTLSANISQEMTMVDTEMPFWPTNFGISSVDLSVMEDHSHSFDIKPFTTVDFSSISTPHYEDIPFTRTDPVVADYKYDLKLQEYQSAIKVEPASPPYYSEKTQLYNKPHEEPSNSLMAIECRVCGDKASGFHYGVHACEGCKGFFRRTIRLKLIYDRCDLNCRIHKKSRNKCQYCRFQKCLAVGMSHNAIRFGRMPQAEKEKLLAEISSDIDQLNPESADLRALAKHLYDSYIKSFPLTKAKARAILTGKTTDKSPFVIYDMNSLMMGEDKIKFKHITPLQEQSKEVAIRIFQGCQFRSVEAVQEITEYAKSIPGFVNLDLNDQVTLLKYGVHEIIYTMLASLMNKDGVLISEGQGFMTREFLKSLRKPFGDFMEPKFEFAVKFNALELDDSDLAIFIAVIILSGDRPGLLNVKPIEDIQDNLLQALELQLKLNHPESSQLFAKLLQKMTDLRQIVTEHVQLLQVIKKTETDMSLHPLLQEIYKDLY
TNAP act hiacc – TNAP activators at high phosphate acceptor level, primary screen, biochemical, luminescence, uHTS; AID 1136, 2008; activation factor at 20 µM; 200,000 tested, under 10 active; Alkaline phosphatase, tissue-nonspecific isozyme (Homo sapiens), P05186; purified TNAP, CDP-star luminescence, 1 M DEA, 30 min; stronger effect = higher value; 0 = EDTA background, 1 = DMSO-only activity;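 active = activation factor at least 2 at 20 µM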
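Test system – human TNAP · Doses – 20 µM single point · Incubation – 30 min, room temperature · Signal – luminescent substrate turnover signal · Read-out basis – activation factor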
PPARg SRC-1 ag – PPARgamma agonists recruiting SRC-1 coactivator, primary screen, biochemical | activation, % at 8 µM | Peroxisome proliferator-activated receptor gamma (Homo sapiens), P37231 | hit rate 0.41% among 200,000 | PPARgamma-SRC-1 coactivator recruitment biochemical assay; in the data active = activation above about 19%;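 also: 0% = DMSO and 100% = reference agonist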
SRC2 TRFRET art – TR-FRET signal artefacts, primary screen, artefact control for PPARgamma SRC-2 agonist project, biochemical. TR-FRET artefact counter-screen; stronger effect = higher value. TR-FRET ratio at 8 µM. hit rate 0.4% among 200,000. AID 1049, 2008; in the data active = TR-FRET ratio above about 2000; also: inactives centre near 1500
bIAP inh – bovine intestinal alkaline phosphatase inhibitors, primary screen, selectivity assay for TNAP inhibitor project, biochemical, bovine IAP, CDP-star luminescence | purified bovine IAP, 30 min | inhibition, % at 20 µM | 190,000 tested, under 10 active | alkaline phosphatase, intestinal [Bos taurus];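 active = over 50% inhibition of intestinal alkaline phosphatase at 20 µM in the single-dose screen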
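System: Purified bovine intestinal alkaline phosphatase (IAP) enzyme | Input: IAP diluted 1/65,000,000 in the well | Also added: CDP-star chemiluminescent phosphatase substrate, 30 µM final | Dosing: 20 µM single dose | Times: Enzyme reaction for 30 min at room temperature | Detection: Luminescence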
bIAP activator – bovine intestinal alkaline phosphatase activators, primary screen, biochemical, bovine IAP, CDP-star luminescence; activation factor at 20 µM; purified bovine IAP, 30 min; stronger effect = higher value; fold of DMSO-control signal, blank-subtracted; alkaline phosphatase, intestinal [Bos taurus]; hit rate 0.17% among 200,000;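 active = activation factor of 2 or more at 20 µM, a signal rise over negative controls twice the positive control's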
HMGR II inh – inhibitors of E. faecalis class II HMGR, primary screen, biochemical, Enterococcus faecalis; HMG-CoA reductase (Enterococcus faecalis, mvaE); purified E. faecalis HMGR, NADPH absorbance 340 nm kinetic; inhibition, % at 10 µM; hit rate 0.41% among 190,000; AID 1066, 2008;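 active = inhibition above a set limit, the median over all tested compounds plus 3 SD, cut at about 9.5% in these data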;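 also: enzyme runs in reverse so mevalonate oxidation gives rising NADPH absorbance; 0% = complete reaction with DMSO and 100% = background rate lacking mevalonate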
PPARg SRC-2 ag – agonists of PPARg-SRC-2 recruitment, primary screen, biochemical, HTS; Peroxisome proliferator-activated receptor gamma (Homo sapiens), P37231; PPARgamma LBD-SRC-2 recruitment; activation, % at 8 µM; hit rate 0.34% among 200,000; AID 1032, 2008; in the data active = activation above about 22%;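 also: 0% = vehicle and 100% = reference agonist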
TNAP inh hi DEA – human TNAP enzyme inhibitors, primary screen, biochemical, luminescent, high phosphate acceptor level, uHTS; Alkaline phosphatase, tissue-nonspecific isozyme (Homo sapiens), P05186; purified TNAP, CDP-star luminescence, 1 M DEA; inhibition, % at 20 µM; hit rate 0.03% among 200,000;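 active = over 50% inhibition of tissue-nonspecific alkaline phosphatase at 20 µM in the single-dose screen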;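 also: plate controls were DMSO wells for no effect and EDTA-quenched wells as full inhibition for full effect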
Starred values were filed as active, the others as inactive; . = not tested or not shown.

SMILES	TNAP inh no acc	PPARg SRC-3 ag	TNAP act hiacc	PPARg SRC-1 ag	SRC2 TRFRET art	bIAP inh	bIAP activator	HMGR II inh	PPARg SRC-2 ag	TNAP inh hi DEA
Cc1ccc(C2(C)NC(=O)N(CC(=O)Nc3cc(S(=O)(=O)N4CCOCC4)ccc3C)C2=O)cc1 (centres undefined)	-4	6	1	4	1509	11	0.9	-1	1	1
Cc1nn(C)cc1CNC(=O)/C=C/c1cnn(C)c1	2	-2	1	5	1272	-5	1	-2	-4	0
Cn1c(C(=O)N2CCCC(C(=O)N3CCN(C(=O)c4ccco4)CC3)C2)cc2sccc21 (centres undefined)	-7	1	1	0	1625	4	1	-9	4	-1
CN(C)S(=O)(=O)N1CCN(S(=O)(=O)N2CCOCC2)CC1	-4	1	1	6	1574	3	1	-15	12	-3
COC(=O)c1cc(OC)c(OC)cc1NC(=S)Nc1cccc(Cl)c1	-6	8	1	12	1714	-10	1.1	-1	17	0
O=C(/C=C/c1ccc(Cl)c(Cl)c1)NCc1ccco1	-8	3	1	3	1703	-3	1	-4	0	-4
COc1ccc(N2CC(O)=C(c3nc4ccccc4s3)C2=N)c(OC)c1	-8	-2	1	-9	1300	-12	1.1	-5	-2	-4
COc1ccc(-n2c(=O)c3ccccc3n(CC(=O)NC3CCCCC3)c2=O)c(OC)c1	-5	1	1.1	1	1554	8	0.9	-6	6	-6
COc1ccc(NC(=O)/C(C#N)=C/c2c(C)nn(-c3ccc(F)cc3)c2Cl)cc1Cl	5	3	1	4	1494	4	1	-2	-19	-4
O=[N+]([O-])c1cnccc1Nc1ccc(F)cc1	-4	-1	1	-1	1337	7	0.9	-7	6	2
COc1cc(NC(=O)c2cccc([N+](=O)[O-])c2C)ccc1NC(=O)c1ccco1	-3	-8	1	-6	1678	-23	1.2	-7	-5	1
Cc1cc(C(=O)Cn2nc(C(=O)O)c3ccccc3c2=O)c(C)n1CCc1ccc(Cl)cc1	-4	1	1.1	1	1460	-1	1	-6	-3	-5
CCOc1ccc2ccccc2c1/C=N/NC(=O)CC1(C)OCCCO1	-8	-2	1	-4	1639	-2	1	-5	-4	-3
O=C(NCCCCC(NC(=O)C1CCCCC1)C(=O)O)c1ccccc1 (centres undefined)	-13	0	1.1	-6	1449	8	0.9	-2	-6	-5
Cc1ccccc1NC(=O)C(C)c1ccc(-c2ccccc2)c(F)c1 (centres undefined)	-9	-1	1	-7	1416	7	0.9	-4	12	-5
CCOC(=O)C1(Cc2ccccc2)CCN(Cc2cnc(N3CCOCC3)s2)CC1	-10	0	1.1	6	1426	-5	1	2	-4	-9
Cc1ccc(-n2nc(C(=O)O)cc2-c2ccc(Cl)cc2)cc1	-1	0	1.1	3	1591	-3	1	-1	2	-5
O=C(NCC1CCCO1)c1c(O)c2cccc3c2n(c1=O)CC3 (centres undefined)	-11	8	1.1	8	1642	8	0.9	0	6	-6
COc1cc(S(=O)(=O)N(Cc2ccco2)C2CCCC2)ccc1-n1cnnn1	-5	8	1.1	1	1563	-14	1.1	4	10	-6
CC1(C)OC(=O)N(c2ccccc2)C12C=Cc1cc(Br)ccc1O2 (centres undefined)	0	-4	1	0	1443	17	0.8	0	7	2
CCN(CC)CCNC(=O)CCCNC(=O)Cn1cnc2sc(C)c(C)c2c1=O	1	4	1	-3	1502	-2	1	-4	-4	-3
COc1cccc(/C=N/NC(=O)c2cccc([N+](=O)[O-])c2)c1OS(=O)(=O)c1ccc(C)cc1	-10	5	1	7	1453	4	1	4	3	-3
CCOc1ccc(C(=O)Nc2ccc(N3CCN(C)CC3)cc2)cc1Br	0	-2	1	-4	1419	-3	1	-2	4	-4
COC(=O)c1c(NC(=O)/C=C/c2ccc3c(c2)OCO3)sc(C)c1C	0	2	0.9	12	1850	-19	1.2	-7	15	7
COc1ccc(CN(C)CC(=O)Nc2sc3c(c2C#N)CCC3)cc1OC	-19	-5	1	2	1460	-22	1.2	0	3	-5
CN(C1=NS(=O)(=O)c2ccccc21)c1ccc(OC(=O)c2ccncc2)cc1	-5	0	1	1	1607	-5	1.1	0	2	-4
CCOC(=O)CSc1cccc2cccnc12	-12	5	1	3	1666	7	0.9	-2	7	-4
Nn1cc(-c2ccccc2)nc1SCC(=O)Nc1ccc2c(c1)OCO2	-57	2	0.9	1	1439	-1	1	-4	4	5
COc1ccc(OC(C)C(=O)Nc2ccc(F)cc2F)cc1 (centres undefined)	-10	4	1.1	0	1400	7	0.9	-2	1	-6
O=C(N/N=C/c1ccc(-c2ccc([N+](=O)[O-])cc2)o1)C(O)c1ccccc1 (centres undefined)	2	-2	1	6	1551	14	0.9	-9	1	1
O=C(Nc1ccc2c(c1)OCO2)N1CCN(C(=O)C2CCCO2)CC1 (centres undefined)	-8	9	1	4	1754	9	0.9	-4	17	-3
COc1cc(CCC(=O)OCC(=O)Nc2c(C)cc(C)cc2C)cc(OC)c1OC	-12	1	1.1	-2	1630	9	0.9	0	-7	-7
CCOC(=O)N1CCC(n2c(SCC(=O)N3CCCC3)nc3ccccc3c2=O)CC1	1	11	1	9	1588	-3	1	-1	6	-3
CC(C(=O)c1c[nH]c(C(N)=O)c1)c1ncc(C(F)(F)F)cc1Cl (centres undefined)	-5	5	1	6	1654	-4	1	-1	-2	-2
O/N=C/c1cn(-c2ccccc2)nc1-c1ccc2c(c1)OCCO2	-11	9	1.1	9	1563	17	0.8	3	-1	-6
CN1N=C(C(=O)N2CCCC(C(=O)c3cccc(C(F)(F)F)c3)C2)CCC1=O (centres undefined)	-5	-2	1	-1	1533	-13	1.1	-10	1	-2
CCCN1C(=O)/C(=C/c2ccc(N3CCCC3)c(C)c2)NC1=S	36	6	0.8	-1	1331	36	0.6	-2	-1	23
O=C(c1ccco1)N(c1ccccn1)c1ccccn1	-7	4	1	3	1454	0	1	0	-6	-2
Fc1ccc(C(c2nnnn2C2CCCC2)N2CCc3ccccc32)cc1 (centres undefined)	-6	3	1	-1	1420	11	0.9	-3	9	2
COc1ccc(S(=O)(=O)NC(N)=NCCc2ccc(OC)c(OC)c2)cc1C	0	3	1	1	1761	29	0.7	-3	3	-1
Fc1ccc(OCCOCCNCC2CCCO2)cc1 (centres undefined)	-4	-1	1	3	1612	4	1	4	6	1
Cc1ccc(CCCOC(=O)C[N+]2(C)CCOCC2)cc1	-11	-1	1	-1	1399	4	1	2	5	-4
CC1=NN(c2ccc([N+](=O)[O-])cc2)C(c2ccccc2)C1 (centres undefined)	4	0	0.9	2	1577	28	0.7	2	-1	11
Cc1nn(-c2ccccc2)cc1C(c1c(N)[nH]c(=S)[nH]c1=O)c1c(N)[nH]c(=S)[nH]c1=O	-6	3	1	-4	1582	10	0.9	2	-2	-5
C=C(C)CNC(=S)N/N=C/c1ccc([N+](=O)[O-])cc1	0	3	0.9	-5	1406	-2	1	-2	10	6
Cc1cc(Cl)cc2c1NC(=O)[C@]21[C@@H]2C(=O)N(Cc3ccccc3)C(=O)[C@@H]2[C@@H]2CCCN21	2	2	1	2	1451	2	1	-5	-1	1
Cc1nn(-c2ccccc2)c(N2CCCC2)c1/C=N/n1cnc2scc(-c3ccccc3)c2c1=O	-5	-3	1	4	1543	-12	1.1	-3	2	-4
Cc1ccsc1S(=O)(=O)N1CCCC(CCC(=O)NCc2ccccc2F)C1 (centres undefined)	-10	2	1	5	1704	-11	1.1	-1	1	-3
COc1ccc2nc(SCC(=O)/C(C#N)=C(\C)N)[nH]c2c1	-4	1	1	10	1567	7	0.9	-5	0	0
Cc1ccc(C(=O)Nc2ccc(C(=O)O)cc2)cc1S(=O)(=O)NCc1ccccc1	-13	2	1	6	1602	1	1	1	-4	-2
CCCCn1c(SCC(=O)NCCc2ccc(OC)c(OC)c2)nc2c1c(=O)n(C)c(=O)n2C	-10	14	1	-2	1263	-5	1.1	2	-5	-2
COC(=O)c1ccc(C(=O)OC)c(NC(=O)CN2CCC(C)CC2)c1	-6	2	1	8	1455	-4	1	0	2	-1
CCOC(=O)C1=C(C)NC(=O)NC1c1ccc(F)cc1 (centres undefined)	-5	-2	1	2	1524	8	0.9	-1	-2	0
CCOC(=O)Nc1n[nH]c(NC(=O)OCC)c1[N+](=O)[O-]	13	2	1	-4	1451	-13	1.1	-2	-4	-2
COc1cc(C=O)c(Br)cc1OCc1ccc(C)cc1	-12	-1	1	1	1493	10	0.9	1	-1	-4
CC(OC(=O)CCCOc1ccccc1)C(=O)NC(N)=O (centres undefined)	-8	-15	1	-2	1358	-6	1.1	-1	0	-4
COc1cccc(CNC(=O)CN(C)S(=O)(=O)c2cnc[nH]2)c1	-3	-3	1	-3	1485	10	0.9	-2	-6	2
CCCC(=O)Nc1cccc(NC(=O)c2ccc3c(c2)OCCO3)c1	-7	2	1	6	1622	2	1	-1	11	-2
CCC(C(=O)OCC(=O)Nc1c(Cl)cc(Cl)cc1Cl)c1ccccc1 (centres undefined)	-7	1	1	7	1493	18	0.8	-1	-1	0
Cc1ccccc1NC(=S)NC(=O)c1cc(-c2ccccc2)nc2ccccc12	-8	11	1	10	1589	4	1	4	13	-2

Quoted at random: three compounds from above, in no set order.
SMILES	TNAP inh no acc	PPARg SRC-3 ag	TNAP act hiacc	PPARg SRC-1 ag	SRC2 TRFRET art	bIAP inh	bIAP activator	HMGR II inh	PPARg SRC-2 ag	TNAP inh hi DEA
CCC(C(=O)OCC(=O)Nc1c(Cl)cc(Cl)cc1Cl)c1ccccc1 (centres undefined)	-7	1	1	7	1493	18	0.8	-1	-1	0
COc1cccc(CNC(=O)CN(C)S(=O)(=O)c2cnc[nH]2)c1	-3	-3	1	-3	1485	10	0.9	-2	-6	2
COc1cc(C=O)c(Br)cc1OCc1ccc(C)cc1	-12	-1	1	1	1493	10	0.9	1	-1	-4

Next section
SMILES	TNAP inh no acc	PPARg SRC-3 ag	TNAP act hiacc	PPARg SRC-1 ag	SRC2 TRFRET art	bIAP inh	bIAP activator	HMGR II inh	PPARg SRC-2 ag	TNAP inh hi DEA
Cc1ccc(C(=O)NC(=O)CSc2ncccc2C(=O)O)cc1	1	-2	1	14	1598	-1	1	-1	-6	-1
O=C(Nc1ccccc1)c1cc(N2CCOCC2)nc2ccccc12	-10	13	1	7	1423	1	1	2	12	-2
O=C(CC(Nc1ccccc1)C(=O)O)c1ccccc1 (centres undefined)	2	.	1	.	.	-1	1	2	.	-2
CCCCNC(=O)C(=O)N/N=C/c1cccc(Br)c1	-5	-6	1	2	1353	4	1	0	-6	-1

Screening results deposited in PubChem by several laboratories.
